tim10-1 inh = inhibits growth of tim10-1 mutant yeast | S. cerevisiae tim10-1 ts strain growth, BacTiter-Glo, 24 h | inhibition, % at 20 µM | 330,000 tested, 2.2% active | AID 463190;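 active = inhibition of at least 40%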;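 also: mutant grown at 25 °C; 0% = DMSO wells with yeast and 100% = wells holding no yeast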
TIM10 inh = growth inhibitors of TIM10 yeast strain; AID 463195; S. cerevisiae TIM10 strain growth, BacTiter-Glo luminescence, 24 h; 330,000 tested, 1.4% active; inhibition, % at 10 µM;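 active = inhibition of 40% or more at the single tested concentration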;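 also: wild-type TIM10 isogenic control strain grown at permissive 25 °C; 0% = DMSO yeast wells and 100% = minimal medium wells without yeast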
APJ ag = activates the human apelin receptor APJ. AID 2520. CHO-K1 APJ PathHunter beta-arrestin, luminescence; 0% DMSO wells, 100% apelin. 330,000 tested, 0.11% active. activation, % at 20 µM. P35414;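 active = activation more than six SD over the plate average, tested at 20 µM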;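 also: 0% = DMSO alone and 100% = apelin-13 at 10 nM; some results filed as inactive read as strong as hits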
Target sequence (P35414 whole entry, looked up): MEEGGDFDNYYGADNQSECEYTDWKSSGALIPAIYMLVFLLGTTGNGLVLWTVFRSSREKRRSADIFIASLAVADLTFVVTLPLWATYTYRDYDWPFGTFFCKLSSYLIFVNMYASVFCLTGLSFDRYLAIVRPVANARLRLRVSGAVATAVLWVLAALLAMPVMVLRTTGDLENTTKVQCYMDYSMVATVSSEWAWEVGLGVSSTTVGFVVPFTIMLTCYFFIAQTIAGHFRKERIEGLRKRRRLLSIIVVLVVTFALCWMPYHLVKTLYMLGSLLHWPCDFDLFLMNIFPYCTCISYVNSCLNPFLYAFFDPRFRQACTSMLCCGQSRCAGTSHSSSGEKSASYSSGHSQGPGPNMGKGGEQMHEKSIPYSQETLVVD
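Test system: CHO-K1 APJ beta-arrestin complementation cell line. Amount: cell density 1000 per well. Controls: DMSO negative, 10 nM Apelin-13 positive. Signal: luminescent beta-gal fragment complementation, chemiluminescent substrate. Read-out basis: agonist-driven arrestin binding to APJ. Timing: compound stimulation 90 min at 25 °C, detection 60 min.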
NLRP3 yeast inh = inhibitors of NALP3 inflammasome in yeast | Yeast reconstituted NLRP3/ASC/caspase-1, beta-gal luminescence, 24 h | 330,000 tested, 0.39% active | AID 2825 | inhibition, % at 10 µM;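 active = inhibition of 50% or more; inactive = inhibition below 50%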;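 also: plate controls were induced DMSO wells for no effect and uninduced yeast grown without galactose for full effect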
MPTP block = inhibitors of mitochondrial permeability transition pore; isolated mouse mitochondria, Ca2+ swelling absorbance, 30 min; inhibition, % at 10 µM; 360,000 tested, 1.4% active;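 active = inhibition of 50% or more, scaled per plate between neutral and stimulator controls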;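 also: 0% = DMSO wells given calcium and 100% = 1 mM EGTA wells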
GRIN3A LBD mod = modulates the human NR3A ligand-binding domain; Tm shift relative to glycine control, % at 25 µM; NR3A LBD differential scanning fluorimetry, Tm shift; 0% = protein alone, 100% = glycine-bound protein; 340,000 tested, 2.5% active; AID 1259313;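 active = melting temperature shift of at least 10% of the positive control shift, at one fixed dose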
APJ antagonist = APJ receptor antagonism; CHO-K1 APJ beta-arrestin complementation, luminescence; inhibition, % at 20 µM; 330,000 tested, 0.32% active; AID 2521;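 active = inhibition above about 40% at 20 µM, limit read from the data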;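 also: cells challenged with 10 nM apelin-13 agonist together with compound; plate controls were apelin-13 plus DMSO wells for no effect and DMSO wells lacking apelin-13 for full effect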
MIN6 prolif = inducers of beta-cell replication in MIN6 cells. 330,000 tested, 0.29% active. AID 2380. MIN6 cells proliferation, ATPlite luminescence, 48 h; cells starved in 0.2% serum; 100% = growth in 10% serum. proliferation, % at 10 µM;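 active = compounds whose signal lies at least 3.5 SD above the mean of all wells on their plate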;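 also: 0% = DMSO-treated cells in low-serum medium and 100% = 10% serum control; some compounds called inactive have numbers as strong as hits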
tim23-1 inh = inhibits growth of tim23-1 mutant yeast; S. cerevisiae tim23-1 growth, BacTiter-Glo luminescence, 24 h; inhibition, % at 20 µM; 330,000 tested, 1.3% active;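 active = growth inhibition of the mutant yeast at or above 50%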;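 also: temperature-sensitive mutant grown at 25 °C; plate controls were DMSO-treated mutant yeast for no effect and medium wells lacking yeast for full effect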
The depositor's hits bear a star.

The opening five entries as a preview:
SMILES	tim10-1 inh	TIM10 inh	APJ ag	NLRP3 yeast inh	MPTP block	GRIN3A LBD mod	APJ antagonist	MIN6 prolif	tim23-1 inh
Cc1cccc(/C=N/NC(=O)NC2CCCCC2)c1	27	23	-3	0	-1.0	0	-12	0	29
Cc1cc(C)n2nc(S(=O)(=O)NCCc3ccccc3)nc2n1	-16	-5	-3	-1	-1.8	0	18	-1	-1
O=C(Cn1nnc2ccccc21)N/N=C\c1cccs1	2	-16	2	13	0.1	-2	3	0	7
COc1ccc(S(=O)(=O)Nc2ccc3c(c2)OCCO3)cc1Cl	26	3	0	3	-0.8	-50	9	0	21
COc1cc2[nH]c(=S)n(NC(=O)c3ccccc3)c(=O)c2cc1OC	9	-8	-1	31	-2.5	2	7	0	3

Results, from the start:
SMILES	tim10-1 inh	TIM10 inh	APJ ag	NLRP3 yeast inh	MPTP block	GRIN3A LBD mod	APJ antagonist	MIN6 prolif	tim23-1 inh
Cc1cccc(/C=N/NC(=O)NC2CCCCC2)c1	27	23	-3	0	-1.0	0	-12	0	29
Cc1cc(C)n2nc(S(=O)(=O)NCCc3ccccc3)nc2n1	-16	-5	-3	-1	-1.8	0	18	-1	-1
O=C(Cn1nnc2ccccc21)N/N=C\c1cccs1	2	-16	2	13	0.1	-2	3	0	7
COc1ccc(S(=O)(=O)Nc2ccc3c(c2)OCCO3)cc1Cl	26	3	0	3	-0.8	-50	9	0	21
COc1cc2[nH]c(=S)n(NC(=O)c3ccccc3)c(=O)c2cc1OC	9	-8	-1	31	-2.5	2	7	0	3
COc1ccc(S(=O)(=O)NCc2ccco2)cc1-c1nnc2c3ccccc3c(C)nn12	18	-2	-2	2	-1.5	0	7	0	-1
COc1cc(OC)c(NC2=CC(=O)C(=O)c3ccccc32)cc1Cl	10	-3	-2	15	4.0	-5	19	-6	2
CC1(C)CC(=O)C2=C(C1)N1C(=C(C#N)C2c2ccc(Cl)cc2)N=C(N)c2ccccc21 (stereo unspecified)	-4	11	-2	7	0.7	-8	-53	-7	9
COc1ccc(OC)c2c1sc(=NC(=O)C1CCCCC1)n2C	8	12	-3	3	1.3	0	-6	-4	11
O=C(Nc1ccc(-c2nc3ccccc3[nH]2)cc1)c1ccccc1NS(=O)(=O)c1ccc(F)cc1	23	20	1	-7	50	30*	-16	-3	20
CC(C)(C)c1ccc(-c2noc(CCC(=O)NCC3CCCO3)n2)cc1 (stereo unspecified)	15	10	-3	11	1.1	0	3	-6	24
O=C(O)CCN1C(=O)/C(=C\c2ccncc2)SC1=S	6	9	-1	14	-0.1	1	-11	0	8
Nc1c(C(=O)Nc2ccccc2)sc2ncc([N+](=O)[O-])cc12	12	8	6	18	5.0	4	-10	0	4
O=C(OCc1ccc(Cl)c(Cl)c1)c1cnccn1	8	16	-1	-1	-3.3	0	10	0	10
CCOC(=O)[C@@H]1[C@H]2COc3ccccc3[C@H]2N2C(=O)N(c3cccc(F)c3)C(=O)[C@]12C	33	30	-2	12	6.0	0	26	1	34
CCCn1c(=S)[nH]c2cc(C(=O)N3CCc4ccccc4C3)ccc2c1=O	-12	-21	1	23	4.9	-2	8	-3	-30
CCCn1nnnc1NC(=O)c1cc(Br)ccc1OC	15	5	-1	2	0.8	3	13	0	6
CCCC(C(=O)NC(C)(C)CC)N(CC1CCCO1)C(=O)CNS(=O)(=O)c1ccc(F)cc1 (stereo unspecified)	-1	17	-3	2	-0.2	-1	-2	-2	8
Cc1cc(N/N=C/c2ccc(Cl)cc2Cl)nc(NCc2ccccc2)n1	38	27	-3	35	15	-1	12	-6	47
CCCCC(=O)NC(NC(=S)N1CCOCC1)C(Cl)(Cl)Cl (stereo unspecified)	10	-12	0	-16	-0.1	1	2	-1	26

Four entries from above, ordered by heavy-atom count, descending.
SMILES	tim10-1 inh	TIM10 inh	APJ ag	NLRP3 yeast inh	MPTP block	GRIN3A LBD mod	APJ antagonist	MIN6 prolif	tim23-1 inh
Cc1cc(N/N=C/c2ccc(Cl)cc2Cl)nc(NCc2ccccc2)n1	38	27	-3	35	15	-1	12	-6	47
COc1cc(OC)c(NC2=CC(=O)C(=O)c3ccccc32)cc1Cl	10	-3	-2	15	4.0	-5	19	-6	2
Cc1cccc(/C=N/NC(=O)NC2CCCCC2)c1	27	23	-3	0	-1.0	0	-12	0	29
O=C(OCc1ccc(Cl)c(Cl)c1)c1cnccn1	8	16	-1	-1	-3.3	0	10	0	10

(next part)
SMILES	tim10-1 inh	TIM10 inh	APJ ag	NLRP3 yeast inh	MPTP block	GRIN3A LBD mod	APJ antagonist	MIN6 prolif	tim23-1 inh
CCn1nnnc1SCC(=O)N1c2ccccc2Sc2ccccc21	14	7	-2	17	-2.5	-1	20	-2	27
COc1ccc(C(=O)COC(=O)C2CC3CCCC(C2)C3=O)cc1Br (stereo unspecified)	32	9	1	-4	1.2	7	10	3	33
CCN1CCN(C(=S)Nc2ccc(C(C)=O)cc2)CC1	3	1	-2	-2	-0.8	1	0	-1	-4
COCCn1c(=O)[nH]c2cc(C(=O)Nc3nnc(C)s3)ccc21	-2	3	-4	9	-0.2	0	-7	1	-8
COC(=O)CSc1nnc([C@H](Cc2ccccc2)NC(=O)OC(C)(C)C)o1	16	-5	0	12	0.3	0	-15	0	19
O=S(=O)(/N=C/c1ccccc1O)c1cccs1	5	11	-3	9	0.3	3	1	-3	6
CCc1ccc(NC(=O)Nc2ccncc2)cc1	6	6	1	0	64*	5	-20	-2	-201
COc1ccc(NC(=O)C2CCCN(c3c4c(nc5ncnn35)CCC4)C2)cc1OC (stereo unspecified)	3	5	4	10	-1.0	1	-6	-1	12
O=C(NCc1cccnc1)NC1CC(=O)N(c2ccc3c(c2)OCCO3)C1 (stereo unspecified)	5	3	-2	2	-1.0	-1	-1	-2	1
Oc1ccccc1/C=N/NC(=S)NC1CC2CCC1C2 (stereo unspecified)	28	5	3	15	54*	-9	-16	-3	66*
CC(C)NC(=O)N(C)C[C@H]1Oc2ccc(NC(=O)C3CC3)cc2C(=O)N([C@H](C)CO)C[C@@H]1C	8	1	0	36	-0.1	-2	-2	1	1
Cc1ccc(NS(C)(=O)=O)c(C(=O)c2ccccc2)c1	11	2	-5	-19	1.2	2	3	0	-1
Cc1ccc(NC(=O)C2CC(=O)Nc3nncn32)cc1 (stereo unspecified)	8	9	-3	-8	-1.8	-2	9	-1	-2
CC(=O)OC1c2ccccc2C(=O)N1Cc1ccccc1 (stereo unspecified)	5	2	-1	8	-0.9	-4	7	1	-9
O=c1[nH]cc(C(F)(F)F)cc1NS(=O)(=O)c1ccc([N+](=O)[O-])cc1	7	6	-1	4	0.3	-1	-8	-1	-4
CCCCNC(=O)C1CCN(Cc2ccc(OCc3ccccc3)cc2)CC1	-1	-18	-3	47	18	1	-5	-4	-22
COC(=O)C1=C(CN2CCCc3ccccc32)NC(=O)NC1c1ccc(F)cc1 (stereo unspecified)	-22	19	-7	5	0.1	-7	-2	-4	26
COc1cc(/C=C2\SC(=S)N(c3cccnc3)C2=O)ccc1O	31	16	-9	41	7.1	0	53*	-3	21
COc1cc2c(cc1OC)CN(c1nc(CN3CCCCC3)nc3sc4c(c13)CCCC4)CC2	4	16	-6	-8	21	3	15	-5	12
Cc1nc(SCC(=O)Nc2c(C)n(C)n(-c3ccccc3)c2=O)n[nH]1	3	7	-2	13	-0.3	2	-28	-1	9

Rewritten with each value named: part of the list above.
compound: COc1cc2c(cc1OC)CN(c1nc(CN3CCCCC3)nc3sc4c(c13)CCCC4)CC2
- tim10-1 inh: 4
- TIM10 inh: 16
- APJ ag: -6
- NLRP3 yeast inh: -8
- MPTP block: 21
- GRIN3A LBD mod: 3
- APJ antagonist: 15
- MIN6 prolif: -5
- tim23-1 inh: 12

compound: Cc1nc(SCC(=O)Nc2c(C)n(C)n(-c3ccccc3)c2=O)n[nH]1
- tim10-1 inh: 3
- TIM10 inh: 7
- APJ ag: -2
- NLRP3 yeast inh: 13
- MPTP block: -0.3
- GRIN3A LBD mod: 2
- APJ antagonist: -28
- MIN6 prolif: -1
- tim23-1 inh: 9

Other structures follow:
SMILES	tim10-1 inh	TIM10 inh	APJ ag	NLRP3 yeast inh	MPTP block	GRIN3A LBD mod	APJ antagonist	MIN6 prolif	tim23-1 inh
CCOc1ccc(-c2cc(CCCC(=O)NCCc3ccc(OC)c(OC)c3OC)no2)cc1	18	7	-2	8	3.2	-3	-2	1	2
COc1ccc(-c2csc(NC(=O)CSc3nnnn3C)n2)cc1OC	-4	-1	1	8	-1.7	1	-38	6	3
O=C(Nc1cnc2ccccc2c1)N1CCCCC1	-3	0	-4	23	0.4	1	4	-3	14
CN(c1ccc(F)cc1)S(=O)(=O)c1ccc(Cl)c(C(=O)Nc2ccc3c(c2)CCC3)c1	-14	-12	2	12	13	-15	-14	-4	8
C/C(CC(=O)Nc1ccccc1C)=N\NC(=O)Cc1csc(N)n1	7	-1	0	-2	-2.1	0	13	1	5
CN(C)c1ccnc(Oc2ccc(F)cc2)c1C#N	9	-25	-6	-1	0.9	0	-15	-1	-13
Cc1ccc(C)c(N2N=C(C(=O)N(CC(C)C)c3c(N)n(Cc4ccccc4)c(=O)[nH]c3=O)CCC2=O)c1	-5	-5	-2	-12	-1.1	-1	8	3	-7
O=C(O)CCCN1C(=O)/C(=C\c2ccc(-c3nc4ccccc4s3)o2)SC1=S	0	-3	-6	14	36	0	11	-2	14
COCC1CCCN(C(=O)c2ccc3oc(C(C)C)nc3c2)C1 (stereo unspecified)	-6	9	9	16	-1.8	2	10	-1	3
CCN(CC)S(=O)(=O)c1ccc(C(=O)Nc2cc3oc4ccccc4c3cc2OC)cc1	6	-8	7	14	2.5	11*	15	0	1
CS(=O)(=O)c1ccc(Cl)c(NC(=O)C2CCCN(C(=O)c3ccc(Cl)cc3)C2)c1 (stereo unspecified)	-9	-6	-5	3	-1.0	0	12	-3	1
O=C(c1ccccc1)N1CCN(C(=O)C2CC2)CC1	-14	-13	2	-5	0.4	-1	-2	-4	9
CCNS(=O)(=O)c1ccc(Br)c(C(=O)OC(C)C(=O)NCC2CCCCC2)c1 (stereo unspecified)	11	11	-1	-4	1.0	0	7	-5	19
CC(=O)C1=C(O)C(=O)N(Cc2ccco2)C1c1ccc(F)cc1 (stereo unspecified)	2	0	-1	9	-0.2	2	-6	1	-5
O=C(NCCN=C1NS(=O)(=O)c2ccccc21)c1ccco1	-4	3	0	24	-2.2	0	12	-1	-3
Cn1c(=O)c2ncn(CC(=O)Nc3ccc4c5c(cccc35)CC4)c2n(C)c1=O	-6	-14	11	31	-1.5	-2	-15	-1	0
CCCCn1c(N)c(N(Cc2ccccc2OC)C(=O)c2sccc2C)c(=O)[nH]c1=O	15	3	2	1	1.8	-2	19	1	-7
CCOC(=O)c1c(NC(=O)COc2ccccc2F)sc2c1CC(C)(C)NC2(C)C	33	31	3	42	0.3	-2	-9	-7	5
Cc1c(C(=O)OC/C(O)=C(\C#N)c2nc3ccccc3[nH]2)oc2ccccc12	-7	-10	-3	12	5.7	3	9	-6	-10

Screening results as filed in PubChem.
